Screening results: PubChem BioAssay, National Center for Advancing Translational Sciences (NCATS)
Pf growth 48h: Primary qHTS for delayed death inhibitors of the malarial parasite plastid, 48 hour incubation. 310,000 tested, 5.9% active. Potency, µM (top dose mostly 28.7 µM), without a hit: at the top dose activity change, negative = inhibition, most hits filed as inhibitors. P. falciparum luciferase growth in erythrocytes, 48 h; note: potency is the fitted concentration of half-maximal effect; % is set by controls: 0 for no effect and ±100 for the full control effect
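Luminescence readout; reporter = integrated firefly luciferase in P. falciparum. RBC culture at 2% hematocrit, 0.1% parasitemia final, 37 C/5% CO2; decreased signal taken as growth inhibition.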
HCV inh: qHTS Assay for Inhibitors of Hepatitis C Virus (HCV); Huh7.5.1 HCVcc-Cre infection, luciferase reporter, 44 h; Potency, µM (doses to about 41.8 µM), for the others: top-dose activity change, negative = inhibition, usual class: inhibitors; 340,000 tested, 3.4% active; note: potency is the fitted concentration of half-maximal effect; % is set by controls: 0 for no effect and ±100 for the full control effect
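1,000 cells/well; 4 h culture; + compound; + HCVcc-Cre (~0.5 moi); 44 h; luciferase substrate, RT 15 min; read 15 sec.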
Pf growth 96h: Primary qHTS for delayed death inhibitors of the malarial parasite plastid, 96 hour incubation; P. falciparum luciferase reporter growth, 96 h; Potency, µM (highest dose often 28.7 µM), for inactives: at the top dose activity change, negative = inhibition, most hits filed as inhibitors; 320,000 tested, 6.9% active; AID 504834, 2011; note: potency is the fitted concentration of half-maximal effect; % is set by controls: 0 for no effect and ±100 for the full control effect
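Delayed-death screen, second-generation endpoint: infected erythrocytes, 2% hematocrit, 0.05% parasitemia final; 96 hours at 37 C, 5% CO2; luciferase detection reagent; luminescence decrease equals reduced growth.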
FBPA Giardia inh: qHTS Assay for Inhibitors of Fructose-1,6-bisphosphate Aldolase from Giardia Lamblia; AID 2451, 2010; Potency, µM (series often up to 59.6 µM), for inactives: at the highest dose activity, negative = inhibition, actives largely listed as inhibitors; 290,000 tested, 0.71% active; purified Giardia FBPA; note: potency is the fitted concentration of half-maximal effect; % is set by controls: 0 for no effect and ±100 for the full control effect; nearly all actives have a fitted effect of over 55% in size
Target sequence (A8B2U2 whole entry, looked up): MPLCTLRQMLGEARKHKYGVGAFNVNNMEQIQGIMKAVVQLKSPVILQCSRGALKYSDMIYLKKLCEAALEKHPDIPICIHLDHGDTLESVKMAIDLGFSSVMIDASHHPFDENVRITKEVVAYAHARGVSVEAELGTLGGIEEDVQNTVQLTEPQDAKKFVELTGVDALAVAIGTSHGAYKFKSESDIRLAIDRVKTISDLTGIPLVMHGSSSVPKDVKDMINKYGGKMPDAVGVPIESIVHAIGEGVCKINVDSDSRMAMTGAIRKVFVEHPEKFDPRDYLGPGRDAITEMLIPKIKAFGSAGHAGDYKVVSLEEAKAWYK
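40 nM FBPA preincubated 10 min at RT with compound (up to 57.5 uM final), then substrate plus GAPDH/TPI/NAD/arsenate coupling and diaphorase/resazurin added. Fluorescence read after 20 min at RT, 525/598 nm.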
CHX counter: Cycloheximide Counterscreen for Small Molecule Inhibitors of Shiga Toxin | cell reporter, cycloheximide protein synthesis inhibition counterscreen | max response, % | 300,000 tested, 12% active; in the data active = max response mostly above about 13%, no sharp cut-off; inactive = mostly below about 14%; note: read at 38.3 µM for the half of the compounds with a filed dose; 0% is about no effect
Shiga inhibitor: A qHTS for Small Molecule Inhibitors of Shiga Toxin. Vero cells, Shiga toxin protein synthesis inhibition reporter. inhibition, % at 38.7 µM. 290,000 tested, 9.2% active. AID 2315, 2010; in the data active = inhibition mostly above about 28%, no sharp cut-off; inactive = mostly below about 43%; note: 0% is about no effect
* hit, by the source's call; i = inactive; ? = inconclusive; . = no result given; [ ] = dose if it differs, or a comment. Unless noted, calls come from the whole dose curve; as a rule, active = well fitted curve in the direction sought with a large enough effect; inconclusive = small, poorly fitted or top-dose-only effect, or another doubt; inactive = no such curve, though single readings can be large; an effect the other way counts as inactive or inconclusive.

Below each SMILES – Pf growth 48h, HCV inh, Pf growth 96h, FBPA Giardia inh, CHX counter, Shiga inhibitor
CC(C)Cc1cc(C(=O)N2CCCC(CCC(=O)N(C)CCc3ccccn3)C2)no1 (configuration not stated)
  0%, -18%, -10%, 24%, 4, 24
O=C(NCC1OCCc2ccccc21)c1ccc(NC(=O)c2ccc(Cl)cc2)cc1 (configuration not stated)
  ?, 4.5µM*, 20%, 5%, -3, 12
CCOC(=O)CN(C)C(=O)CCc1nnc(-c2ccc(-c3ccccc3)cc2)o1
  ?, -21%, -13%, 2%, 13*, 35
COc1ccc(NC(=O)C2=Cc3ccccc3OC2)cc1
  i, -8%, 107%[activator], -15%, 25, 44
O=C(CSc1nc2ccccc2c(=O)n1-c1ccc(OC(F)F)cc1)NCc1cccs1
  ?, -7%, ?, 1%, 2, -7
Cc1cc(C)cc(NC(=O)CCc2nc3ccccc3[nH]2)c1
  5%, -5%, 3.3µM*, 2%, -1, -12
CCCCC(NS(=O)(=O)c1ccc(OC)cc1)C(=O)O (configuration not stated)
  -5%, 10%, 19%, 9%, 5, -13
Cc1cc(NC(=O)C2CCCN(S(=O)(=O)c3c(C)noc3C)C2)no1 (configuration not stated)
  ., 13%, ?, 4%, -4, -17
O=C(Oc1c(Cl)cc(Cl)c2cccnc12)c1cccs1
  ?, ?, -32%, -7%, -2, 20
N#Cc1cnn2c(-c3ccccc3)ccnc12
  15%, 0%, 6%, 0%, -1, -2
CCCn1c(/N=C/c2c[nH]c3ccccc23)nc2ccccc21
  33%[activator], -5%, 33%[activator], -2%, 42*, 12
COc1ccc(CN2CCN(Cc3cccn3-c3ncccn3)CC2CCO)c(C)c1C (configuration not stated)
  ?, -24%, ?, 1%, -2, -3
O=C(Nc1csc(Cc2c(Cl)cccc2Cl)n1)NN1CCOCC1
  -14%[0.00184 µM], -25%, ?, 9%, -6, -15
CCOc1ccc(N=NC2C(=O)N(C(N)=S)N=C2C)cc1 (configuration not stated)
  ?, -11%, -7%, ?, 28*, .
Cc1ccc(NC(=O)CSC2=C(C#N)C(c3ccco3)C3=C(CC(C)(C)CC3=O)N2)cc1 (configuration not stated)
  ?, ?, ?, -5%, -3, -10
COc1ccc(N(C(C)=O)S(=O)(=O)c2cccc3cccnc23)cc1
  -20%, 4%, -4%, 5%, -2, 1
CCOC(=O)C1CCCN(c2nc3ccccc3nc2C(C#N)C(=O)OCCOC)C1 (configuration not stated)
  6.6µM*, -2%, 8.3µM*, -23%, -1, -6
CCN1C(=C(C#N)C#N)C=Cc2cc(C)ccc21
  12%, -10%, ?, -10%, -8, -24
COc1cc(C(=O)OCc2ccccc2C#N)ccc1OCC(=O)N1CCOCC1
  -20%, 9%, -29%, ., ., .
Cc1ccc(OCC(=O)c2cc(C)n(C)c2C)c([N+](=O)[O-])n1
  53%[activator], 26%, -15%, -29%, 29*, 80*
CC1=C(C(=O)N2CCOCC2)C(c2ccccc2F)C2=C(CCCC2=O)N1 (configuration not stated)
  13%, 13%, ., -14%, 6, -5
COc1ccc(C(C(=O)NC(C)(C)C)N(Cc2ccco2)C(=O)CCC(=O)Nc2ccccn2)cc1 (configuration not stated)
  ?, 9%, ?, 11%, -2, -3
Cc1ccccc1C(=O)N1N=C(c2cccc(NS(C)(=O)=O)c2)CC1c1cccs1 (configuration not stated)
  25%[0.00184 µM], -11%, -5%, 2%, -2, -11
Cc1ccc(S(=O)(=O)NCCC(=O)Nc2ccc(Cl)cc2C(=O)c2ccccc2)cc1
  ?, -30%, ?, -3%, -3, 0
COc1ccccc1NC(=O)NNC(=O)c1ccc2ccccc2c1O
  25%, 4%, 43%[activator], 19%, -3, -11
CC(C)=CCN1CCN(Cc2cnc(C)s2)CC1CCO (configuration not stated)
  20%, 5%, ?, -23%, 43*, 70*
Cc1c(C2Nc3ccccc3NC3=C2C(=O)CC(C)(C)C3)cnn1C (configuration not stated)
  ?, -8%, 5.9µM*, ?, 8, 12
C=CCn1c(SCC(=O)NC2(C#N)CCCCC2)nnc1-c1ccncc1
  -5%, 7%, -1%, ., ., .
O=C(c1cc(-c2ccc(Br)cc2)on1)N1CCCC1
  203%[activator], 6%, 25%, 3%, 33*, 118*
CCOc1ccc(S(=O)(=O)N(C)c2ccc(OCC(=O)NCCc3ccc(OC)cc3)cc2)cc1
  93%[activator], -19%, 3.3µM*, 2%, 6, 0
COc1ccc(NC(=O)NNC(=O)COc2ccc3cc(Br)ccc3c2)c(OC)c1
  -22%, 8%, -13%, 16%, 1, -3
CC(C(=O)NCc1ccccc1)N(Cc1ccccc1Cl)C(=O)c1snc(C(N)=O)c1N (configuration not stated)
  -29%, -27%, 4%, 8%, -4, 6
COc1cccc(-c2cc(C(=O)Nc3cc(C)on3)no2)c1
  39%[activator], 11%, 7%, -1%, 14, 19
Cc1cccc(C)c1NC(=O)/C(=C/c1ccco1)c1ccccc1
  ., 6%, 10µM*, -24%, 1, -2
CCOc1ccc(S(=O)(=O)NN2Cc3ccccc3C2=N)cc1
  -10%, -9%, -4%, -1%, 4, -3
CCN(CC)S(=O)(=O)N1CCN(S(=O)(=O)N2CCOCC2)CC1
  29%, 14%, -2%, 3%, 4, -4
O=C(CC1C(=O)NCCN1CC(c1ccccc1)c1ccccc1)NCCc1cn[nH]c1 (configuration not stated)
  ?, 6%, ?, -29%, 1, -4
COc1ccccc1C(=O)Nc1ccc2c(c1)OCCO2
  318%[activator], 4%, ?, -11%, 41*, 85*
O=C(CCn1c(=O)[nH]c2ccsc2c1=O)NCCc1ccc(Cl)cc1
  ., -16%, ?, 0%, -4, -15
O=Cc1cn(CCC(=O)O)nc1-c1cccc(Br)c1
  3%, 13%, 32%[5.75 µM], 6%, 0, 15
COc1ccc2cc(C(=O)NCc3ccccc3)c(=O)oc2c1
  103%[activator], 7%, ?, 4%, 13*, 43*
C/C(CS(=O)(=O)c1ccc(Cl)cc1)=N/NC(N)=S
  -4%, -14%, 0%, 16µM*, -2, -10
O=C(CSc1nc2c(oc3ccccc32)c(=O)n1CC1CCCO1)NCc1ccc(F)cc1 (configuration not stated)
  ?, ?, -3%, ., ., .
CN1C(=O)c2oc3ccc(Br)cc3c(=O)c2C1c1ccncc1 (configuration not stated)
  13%, ., -12%, 10%, -1, -23
C/C(=N\NC(=O)c1c(-c2ccccc2Cl)noc1C)c1cccc(NC(=O)C(C)C)c1
  ?, -20%, 8%, 9%, -2, -2
O=C(NNC(=O)C(c1ccccc1)c1ccccc1)c1ccccn1
  3.7µM*, 6.3µM*, 2.6µM*, -14%, -1, 1
CCC(=O)c1ccc(OCC(O)CN(C)C2CCCCC2)cc1 (configuration not stated)
  5%, ?, -23%, -5%, 0, -2
COC(=O)C1CCN(CC(=O)N(C)c2c(N)n(Cc3ccccc3)c(=O)[nH]c2=O)CC1
  31%[activator], -2%, 40%[activator], ., ., .
COc1cc(/C=N/O)ccc1Oc1ccc([N+](=O)[O-])cc1[N+](=O)[O-]
  14%, ?, -25%, -25%, 5, -3
COC(=O)CCC(=O)NC(=S)Nc1cc(Cl)ccc1Cl
  0%, ?, 33%[activator], -2%, -3, -17
CC1Cc2ccccc2N1C(=O)C(C)n1cc(C(F)(F)F)cc(Cl)c1=O (configuration not stated)
  ?, 3%, ?, ., ., .
O=C(NNc1cc(C(F)(F)F)ccc1Cl)c1ccc(=O)[nH]c1
  8%, 21%, 4%, -7%, -7, -7
Oc1c(Br)cc(Br)cc1/C=N/N1CCN(Cc2ccccc2)CC1
  11%, 7%, 49%[activator], 3%, -3, -7
Cc1ccc(NC(=O)c2ccc3c(=O)n4c(nc3c2)CCC4)cc1F
  136%[activator], ?, 180%[activator], ., ., .
COC(=O)/C=C/c1cccc(N(Cc2ccc(-c3ccc(N(C)C)cc3)cc2)C(=O)C2CCCCC2)c1
  ., ., ., -8%, 7, -4
O=C(COC(=O)COc1ccc(Nc2ccccc2)cc1)NCc1ccco1
  39%[activator], 1%, 78%[activator], -5%, -2, -22
CCOc1cc(NC(=O)C2CCCCC2)c(OCC)cc1NC(=O)c1ccco1
  -29%, ?, 16%, -2%, 5, -3
Oc1ccc(Cl)cc1-c1cc(-c2ccccc2)n[nH]1
  7.4µM*, 10µM*, -29%, -2%, 18*, 31
Fc1cccc(Cl)c1-c1nnc2ccc(N3CCOCC3)nn12
  ., 18%, ., 4%, 0, -10
Cc1cccc(N(C(=O)c2snc(C(N)=O)c2N)C(C(=O)NCc2ccccc2)c2ccncc2)c1 (configuration not stated)
  ?, 2%, 32%[activator], 0%, 20, 40

Molecules listed so far that have a Cl atom, in the order listed:
Below each SMILES – Pf growth 48h, HCV inh, Pf growth 96h, FBPA Giardia inh, CHX counter, Shiga inhibitor
O=C(NCC1OCCc2ccccc21)c1ccc(NC(=O)c2ccc(Cl)cc2)cc1 (configuration not stated)
  ?, 4.5µM*, 20%, 5%, -3, 12
O=C(Oc1c(Cl)cc(Cl)c2cccnc12)c1cccs1
  ?, ?, -32%, -7%, -2, 20
O=C(Nc1csc(Cc2c(Cl)cccc2Cl)n1)NN1CCOCC1
  -14%[0.00184 µM], -25%, ?, 9%, -6, -15
Cc1ccc(S(=O)(=O)NCCC(=O)Nc2ccc(Cl)cc2C(=O)c2ccccc2)cc1
  ?, -30%, ?, -3%, -3, 0
CC(C(=O)NCc1ccccc1)N(Cc1ccccc1Cl)C(=O)c1snc(C(N)=O)c1N (configuration not stated)
  -29%, -27%, 4%, 8%, -4, 6
O=C(CCn1c(=O)[nH]c2ccsc2c1=O)NCCc1ccc(Cl)cc1
  ., -16%, ?, 0%, -4, -15
C/C(CS(=O)(=O)c1ccc(Cl)cc1)=N/NC(N)=S
  -4%, -14%, 0%, 16µM*, -2, -10
C/C(=N\NC(=O)c1c(-c2ccccc2Cl)noc1C)c1cccc(NC(=O)C(C)C)c1
  ?, -20%, 8%, 9%, -2, -2
COC(=O)CCC(=O)NC(=S)Nc1cc(Cl)ccc1Cl
  0%, ?, 33%[activator], -2%, -3, -17
CC1Cc2ccccc2N1C(=O)C(C)n1cc(C(F)(F)F)cc(Cl)c1=O (configuration not stated)
  ?, 3%, ?, ., ., .
O=C(NNc1cc(C(F)(F)F)ccc1Cl)c1ccc(=O)[nH]c1
  8%, 21%, 4%, -7%, -7, -7
Oc1ccc(Cl)cc1-c1cc(-c2ccccc2)n[nH]1
  7.4µM*, 10µM*, -29%, -2%, 18*, 31
Fc1cccc(Cl)c1-c1nnc2ccc(N3CCOCC3)nn12
  ., 18%, ., 4%, 0, -10
